# Screening results as filed in PubChem BioAssay.
# NOD1 NF-kB reporter – NOD1 signaling inhibitors, primary screen, cell-based, luminescence, uHTS (AID 1578). inhibition, % at 4 µM; hits with a dose series show EC50 in µM. NOD1-driven NF-kB luciferase reporter cells, luminescence; higher % means a stronger effect. actives 1% (n = 290,000); in the data active = inhibition mostly above about 36%, no sharp cut-off; inactive = mostly below about 34%;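 note: HEK-293T reporter cells stimulated with the NOD1 agonist gamma-tri-DAP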
# Myeloid diff MLP – compounds promoting myeloid differentiation. AID 624256. actives 1% (n = 360,000). calls only at 10 µM. ER-HoxA9 myeloid progenitors, lysozyme-GFP differentiation, flow cytometry;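 active = normalized GFP-positive differentiation at or above the plate's own cutoff, the solvent-only control mean plus 3 SD; inconclusive = no clear call, values can overlap the other calls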;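 note: cells exposed to compound for four days before flow analysis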
# GPR35 antagonists – GPR35 antagonists blocking zaprinast-driven arrestin recruitment, primary screen, imaging, U2OS, beta-arrestin-GFP, zaprinast agonist (AID 2058). one-dose inhibition, % at 10 µM; IC50 in µM for titrated hits. U2OS GPR35 beta-arrestin-GFP translocation imaging, zaprinast antagonism; higher % means a stronger effect. actives 0.052% (n = 290,000);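 active = inhibition of at least 50% with at least 30 cells and total cytoplasm GFP at most 10,000,000; inconclusive = under 30 cells or total GFP of 10,000,000 plus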
# GPR55 beta-arrestin – GPR55 agonists via beta-arrestin recruitment, primary screen, imaging, U2OS cells, beta-arrestin-GFP redistribution (AID 1961); U2OS GPR55 beta-arrestin-GFP redistribution imaging; higher % means a stronger effect; activation, % at 10 µM; hits with a dose series show EC50 in µM; actives 0.048% (n = 290,000);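 active = activation above 40% with more than 50 cells counted in the well; inconclusive = wells holding fewer than 50 cells, flagged as toxic or sparse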;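 note: U2OS osteosarcoma cells stably expressing GPR55 and beta-arrestin-GFP; plate controls were DMSO negative control for no effect and LPI positive control for full effect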
# GPR55 LPI antagonism – inhibition of LPI-stimulated GPR55 beta-arrestin translocation – imaging, U2OS, beta-arrestin-GFP, LPI agonist, primary screen (AID 2013) | U2OS GPR55 beta-arrestin-GFP translocation imaging, LPI antagonism; higher % means a stronger effect | inhibition, % at 10 µM, or IC50 in µM where a hit was titrated | actives 0.13% (n = 290,000);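 active = spots per cell inhibited over 60%, with over 100 cells counted and total cytoplasm intensity under 500,000; inconclusive = wells with under 100 cells, flagged as likely toxic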;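 note: U2OS cells stably carrying GPR55 and arrestin-GFP stimulated by 5 µM LPI near EC80; imaged beta-arrestin-GFP aggregate spots per cell after agonist stimulation; plate controls were LPI-stimulated DMSO wells for no effect and DMSO wells without LPI for full effect; some results filed as inactive read as strong as hits; confirmed hits need IC50 under 10 µM and bright autofluorescent wells are also inconclusive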
# HIV fusion peptide – inhibitors of HIV fusion peptide binding, primary screen, biochemical, uHTS, fluorescence dequenching (AID 1986); cell-free peptide binding, fluorescence dequenching, 30 min; higher % means a stronger effect; one-dose inhibition, % at 20 µM; IC50 in µM for titrated hits; actives 0.3% (n = 290,000); in the data active = inhibition mostly above about 52%, no sharp cut-off; inactive = mostly below about 76%; note: some results filed as inactive read as strong as hits
# KOR beta-arrestin-1 – kappa opioid receptor activators – cell-based, luminescence, uHTS, primary screen (AID 1777). KOR beta-arrestin recruitment, luminescence; higher % means a stronger effect. activation, % at 10 µM; hits with a dose series show EC50 in µM. actives 0.02% (n = 280,000); in the data active = activation above about 50%, passing the limit was not always enough; note: a part of the inactive calls stands beside numbers as strong as those of hits
# NOD2 inhibition – NOD2 signaling inhibitors, cell-based, luminescence, uHTS, HEK293 (AID 1566). HEK293 NOD2/NF-kB luciferase reporter, luminescence; higher % means a stronger effect. one-dose inhibition, % at 4 µM; EC50 in µM for titrated hits. actives 0.63% (n = 290,000); note: many of its hits are not listed in these tables
# KOR beta-arrestin-2 – kappa opioid receptor blockers – cell-based, luminescence, uHTS (AID 1778). KOR beta-arrestin recruitment, luminescence, antagonist mode; higher % means a stronger effect. inhibition, % at 10 µM; hits with a dose series show IC50 in µM. actives 0.091% (n = 290,000); note: strong numbers were not always called active
# Myeloid diff MLP GFP+ MAC1+ % – recorded beside Myeloid diff MLP, whose call it bears; GFP+ MAC1+ double positive, %; measured here: differentiation confirmed by MAC1 staining
# The depositor's hits bear a star; i = inactive; ? = inconclusive; . = not tested or not shown; [ ] = dose if it differs, or a comment. Cut-off read from the data, not from the text of the source, unless noted: active = inhibition above about 50%; inactive = the rest. A portion of the library (hit frequency here may not be typical).
SMILES,NOD1 NF-kB reporter,Myeloid diff MLP,Myeloid diff MLP GFP+ MAC1+ %,GPR35 antagonists,GPR55 beta-arrestin,GPR55 LPI antagonism,HIV fusion peptide,KOR beta-arrestin-1,NOD2 inhibition,KOR beta-arrestin-2
N#Cc1cc([N+](=O)[O-])ccc1NCCN1CCOCC1,-14%,i,1.0,-3%,0.9%,1%,-1.5%,-3.3%,21%,-44%[20 µM]
O=C(Nc1cc(Br)c(O)c(Br)c1)c1cccc(NC(=O)c2ccco2)c1,-29%,i,0.8,0%,-0.2%,-18%,6.5%,2.7%,22%,-17%[20 µM]
CCOC(=O)c1cccc(COC(=O)c2cccc(-c3nnc(-c4ccccc4)o3)c2)c1,-22%,i,0.7,-2%,0.5%,3%,1.8%,1.0%,21%,4%
Cc1ccc(C(=O)NCC(=O)Nc2ccncc2)s1,-25%,i,1.6,7%,0.0%,12%,1.0%,-0.6%,15%,17%
Nc1ccc(Cl)cc1C(=O)OCC(=O)NC1CCS(=O)(=O)C1 (stereo unspecified),-7%,i,0.5,7%,0.3%,4%,0.8%,-1.5%,4%,12%
O=[N+]([O-])c1ccccc1-c1cc(-c2ccccc2O)n[nH]1,13%,i,0.1,8%,-0.4%,21%,1.7%,26%,22%,-7%
Cc1c(C(=O)N(Cc2ccccc2)Cc2cccnc2)cnn1-c1ccc(F)cc1,-14%,i,0.3,4%,-0.2%,-4%,-0.6%,-1.5%,11%,32%
Cn1nc(-c2ccccc2)cc1NC(=O)Nc1ccc(F)cc1,-9%,i,0.2,-21%,-0.2%,11%,0.0%,0.3%,-15%,3%
C=CCn1c(/N=C/c2ccc3c(c2)OCO3)nc2ccccc21,-10%,i,5.7,2%,0.9%,10%,0.5%,-4.0%,4%,7%
Cc1ccccc1NC(=O)C1CCCN(C(=O)NCc2ccccc2)C1 (stereo unspecified),-7%,i,3.6,-4%,0.2%,-2%,-0.1%,3.2%,-19%,-26%
Nc1c(-c2ccccc2)cnn1-c1ccccc1,-1%,i,0.4,6%,0.0%,4%,-1.3%,-3.1%,-66%,18%
Cc1cc2cc(C)c(NCCNC(=O)c3ccccc3)nc2cc1C,-33%,i,0.4,-9%,-0.1%,3%,1.1%,.,14%,-49%[20 µM]
COc1ccccc1OCC(=O)OCC(=O)Nc1sccc1C(N)=O,-19%,i,0.8,3%,-0.3%,-3%,7.8%,0.1%,6%,2%
O=C(CSc1nnc(-c2ccc(Br)cc2)n1CCc1ccccc1)NC1CCS(=O)(=O)C1 (stereo unspecified),-2%,i,0.1,3%,0.3%,13%,-2.8%,-3.1%,15%,21%
COc1cc(C(=O)NCCCNc2nc3cc(C)cc(C)c3cc2C#N)cc(OC)c1OC,19%,i,0.7,-17%,-0.1%,.,0.4%,-2.1%,16%,18%
Cc1cc(C)cc(OCC(=O)OCCN2C(=O)c3ccccc3C2=O)c1,0%,i,1.4,15%,-0.1%,6%,0.5%,6.3%,12%,-28%
Cc1cc(NCc2ccc(F)cc2Cl)n2nnnc2n1,-18%,i,0.5,3%,-0.1%,17%,0.6%,0.8%,-4%,11%
C/C(=N\N=C(N)N)c1cc(Cl)ccc1Cl,-24%,i,0.0,-19%,-0.1%,4%,0.5%,0.7%,12%,-57%[20 µM]
Cc1ccc2[nH]c3c(c2c1)CN(C(=O)CN1CCN(c2ccccn2)CC1)CC3,-34%,i,0.5,-23%,-0.2%,5%,2.7%,-6.1%,-1%,-36%
CCOC(=O)c1c(C)[nH]c(C(=O)N/N=C/c2cccc(OC)c2)c1C,-19%,i,0.1,-5%,-0.2%,7%,-0.8%,-2.1%,-11%,18%
COc1ccc(OCC2CCCN(Cc3nc(CC4CC4)no3)C2)cc1 (stereo unspecified),-39%,i,0.7,-14%,0.0%,6%,-1.1%,-7.8%,-28%,19%[20 µM]
CCc1cc(C(=O)c2ccc(Br)cc2)c(NC(=O)CN(CC)CC)s1,-10%,i,0.6,1%,-0.2%,6%,-1.0%,7.8%,6%,-4%
COc1ccccc1NS(=O)(=O)c1cc(NC(=O)C(C)C)ccc1N1CCCCC1,-12%,i,0.2,-4%,0.0%,7%,1.4%,-0.3%,10%,37%
CCOCC(=O)Nc1cc(C(=O)Nc2ccc(F)cc2)ccc1Cl,-24%,.,.,4%,-0.1%,6%,2.6%,0.6%,-27%,-18%[20 µM]
Oc1nc(Nc2ccccc2)sc1/C=C1\C=Nc2ccccc21,-14%,i,0.3,-9%,0.3%,3%,0.8%,4.0%,-194%,-35%
CCOC(=O)N1CCC(N2C(=O)c3ccccc3C2Nc2ccccc2C)CC1 (stereo unspecified),-9%,i,2.8,5%,0.9%,-6%,-3.5%,-0.4%,0%,-7%
COc1ccc(/C=N/NC(=O)c2ccccc2O)cc1CSc1ccccn1,-19%,i,0.0,7%,-0.3%,3%,13%,11%,1%,5%
O=C(CSc1nc(C2CC2)nc2sc3c(c12)CCCC3)NCc1ccco1,-30%,i,5.7,0%,0.0%,1%,1.5%,10%,-21%,-15%
CC[C@H](C)[C@H](NC(=O)CNC(=O)COc1cc2c(c3oc(=O)cc(C)c13)CCC(C)(C)O2)C(=O)O,-1%,i,0.5,9%,-0.3%,-2%,1.3%,-7.0%,23%,15%
Cc1ccc(C(=O)Oc2oc(-c3ccco3)nc2C=Nc2ccc(Cl)cc2)cc1,.,i,0.5,6%,-0.1%,1%,-2.9%,-0.7%,-116%,3%
COc1ccc(N(C)C(=S)Nc2ccc3nc(C)c(C)nc3c2)cc1,5%,i,0.6,6%,0.1%,-5%,1.0%,-4.9%,16%,13%
CC(NC(=O)COc1ccc(/C=N/NC(=O)C(=O)Nc2ccccc2Br)cc1)c1ccccc1 (stereo unspecified),-35%,i,1.5,17%,0.0%,-7%,2.0%,-3.3%,12%,4%
COc1ccc2nc(NC(=O)CC3Oc4ccccc4NC3=O)sc2c1 (stereo unspecified),0%,i,1.2,0%,0.3%,2%,1.7%,0.9%,3%,-8%
CC(C)c1ccc(/C=C/C(=O)CCC(=O)O)cc1,-25%,i,0.8,22%,1.3%,2%,2.7%,0.0%,2%,8%
O=S(=O)(c1cnc(Cl)c(Cl)c1)N1CCc2ccccc21,30%,i,0.3,-1%,-0.3%,6%,-1.0%,-1.1%,3%,.
Cc1sc2ncn(CC(=O)N3CCCCC3)c(=O)c2c1S(=O)(=O)N1CCC(C)CC1,2%,?,.,-2%,-0.2%,-10%,-0.9%,-1.3%,6%,-3%
Cc1ccc(SCCC(=O)N(C)CC(=O)Nc2c(C)cccc2C)cc1,-18%,i,2.7,4%,0.1%,15%,-1.6%,15%,8%,5%
CC(C)c1nnc(NC(=O)CCC(=O)NCCc2ccccc2)s1,3%,i,0.5,3%,0.4%,7%,0.8%,4.3%,21%,6%
O=C(NCCc1ccc(F)cc1)c1ccc([N+](=O)[O-])cc1,-40%,i,0.5,14%,0.5%,5%,1.1%,-0.1%,-95%,-38%[20 µM]
CCC1(C)Cc2c(C#N)c(N)n(N)c(=S)c2CO1 (stereo unspecified),-31%,i,0.6,-11%,-0.1%,3%,3.1%,-4.7%,23%,40%
COc1cc(C2OCC3C(c4ccc(OC5OC(CO)C(O)C(O)C5O)c(OC)c4)OCC23)ccc1O (stereo unspecified),-5%,i,1.8,-19%,0.1%,2%,8.7%,0.7%,-24%,-18%
O=C(Nc1nnc(Cc2ccc([N+](=O)[O-])cc2)s1)c1ccc2c(c1)OCO2,4%,i,0.7,7%,-0.1%,-7%,-0.6%,0.0%,8%,12%
COc1ccc2cc(C3NC(=O)c4ccccc4N3)c(Cl)nc2c1 (stereo unspecified),-14%,i,0.4,-12%,-0.3%,14%,0.4%,-6.8%,6%,0%
CCCCC(CC)CNC(=O)CN(C)S(=O)(=O)c1cccc2nsnc12 (stereo unspecified),-10%,i,1.0,23%,-0.1%,-5%,60%,12%,-1%,-47%
CC(=O)c1ccc(N2CCN(C(=O)c3cc(-c4ccc5c(c4)OCO5)nc4ccccc34)CC2)cc1,-2%,i,0.6,-5%,-0.2%,3%,0.7%,0.5%,-37%,-65%
Cc1cc(C)c(NC(=O)CSc2nc3[nH]ncc3c(=O)[nH]2)c(C)c1,-16%,i,0.0,-9%,0.4%,-3%,0.3%,1.4%,12%,-13%
CN(C)C(=O)CN1c2cccc3cccc(c23)S1(=O)=O,-11%,i,0.3,-2%,0.0%,8%,0.5%,-3.3%,-3%,22%
N#Cc1ccc(NC(=O)CN2C(=O)NC3(CCCC3)C2=O)cc1,-35%,i,1.8,-4%,-0.2%,8%,1.7%,-4.4%,4%,-34%
CC1(C)Cc2c(sc(NC(=O)COc3ccccc3)c2C#N)C(C)(C)N1,4%,i,0.4,15%,-0.1%,14%,-1.7%,.,7%,-2%[20 µM]
Cc1cccc(NC(=O)c2ccco2)c1C(=O)O,-6%,i,0.6,-10%,0.0%,1%,-0.5%,-2.6%,1%,16%
# (next part)
SMILES,NOD1 NF-kB reporter,Myeloid diff MLP,Myeloid diff MLP GFP+ MAC1+ %,GPR35 antagonists,GPR55 beta-arrestin,GPR55 LPI antagonism,HIV fusion peptide,KOR beta-arrestin-1,NOD2 inhibition,KOR beta-arrestin-2
COc1ccc(N2CCN(C3CCCN(Cc4cccc(OC)c4)C3)CC2)cc1 (stereo unspecified),12%,i,1.0,1%,-0.3%,-3%,2.5%,0.4%,-1%,-17%
CCOc1cc2[nH]c(=O)n(CCc3ccc(OC)c(OC)c3)c(=O)c2cc1OCC,-44%,i,0.8,2%,-0.1%,16%,5.3%,0.9%,0%,-43%
Cc1ccc(Cl)cc1NC(=O)CN1C(=O)COc2ccc(S(=O)(=O)N3CCOCC3)cc21,-15%,?,.,10%,-0.1%,14%,-1.0%,-2.4%,14%,-7%
COc1ccc(CN2CCC(CO)(CCOc3ccccc3)CC2)cc1C,-31%,i,0.2,7%,0.0%,4%,-0.7%,.,-4%,8%
C=CCN1C(=O)/C(=C2/Sc3ccccc3N2CC)SC1=S,-27%,i,0.1,3%,-0.1%,2%,12%,-3.1%,-26%,4%

# Random excerpt: 3 entries already listed, in no set order.
SMILES,NOD1 NF-kB reporter,Myeloid diff MLP,Myeloid diff MLP GFP+ MAC1+ %,GPR35 antagonists,GPR55 beta-arrestin,GPR55 LPI antagonism,HIV fusion peptide,KOR beta-arrestin-1,NOD2 inhibition,KOR beta-arrestin-2
C=CCN1C(=O)/C(=C2/Sc3ccccc3N2CC)SC1=S,-27%,i,0.1,3%,-0.1%,2%,12%,-3.1%,-26%,4%
COc1ccc(CN2CCC(CO)(CCOc3ccccc3)CC2)cc1C,-31%,i,0.2,7%,0.0%,4%,-0.7%,.,-4%,8%
CCOc1cc2[nH]c(=O)n(CCc3ccc(OC)c(OC)c3)c(=O)c2cc1OCC,-44%,i,0.8,2%,-0.1%,16%,5.3%,0.9%,0%,-43%
